Screening data (PubChem BioAssay)
STAT1 inh: reduces IFN-gamma driven STAT1 reporter signal. NIH 3T3 STAT1-luciferase reporter, luminescence. inhibition, % at 5.5 µM. 0.35% of 200,000 active. AID 920;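 active = inhibition above a set limit, the mean inhibition across all tested compounds plus 3 SD, cut at about 34% in these data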;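 also: 0% = IFN-gamma with DMSO and 100% = IFN-gamma with 300 µM nifuroxazide; values of inactives mirror those of a sister screen read the other way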
TLR4-MyD88 BLA: inhibitors of human TLR4-MyD88 binding. 0.18% of 200,000 active. inhibition, % at 8.4 µM. HeLa CL3-4 TLR4/MyD88 BLA complementation, FRET ratio. AID 861; in the data active = inhibition above about 25%;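 also: 0% = vehicle and 100% = reference inhibitor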
Target sequence (O00206 whole entry, looked up): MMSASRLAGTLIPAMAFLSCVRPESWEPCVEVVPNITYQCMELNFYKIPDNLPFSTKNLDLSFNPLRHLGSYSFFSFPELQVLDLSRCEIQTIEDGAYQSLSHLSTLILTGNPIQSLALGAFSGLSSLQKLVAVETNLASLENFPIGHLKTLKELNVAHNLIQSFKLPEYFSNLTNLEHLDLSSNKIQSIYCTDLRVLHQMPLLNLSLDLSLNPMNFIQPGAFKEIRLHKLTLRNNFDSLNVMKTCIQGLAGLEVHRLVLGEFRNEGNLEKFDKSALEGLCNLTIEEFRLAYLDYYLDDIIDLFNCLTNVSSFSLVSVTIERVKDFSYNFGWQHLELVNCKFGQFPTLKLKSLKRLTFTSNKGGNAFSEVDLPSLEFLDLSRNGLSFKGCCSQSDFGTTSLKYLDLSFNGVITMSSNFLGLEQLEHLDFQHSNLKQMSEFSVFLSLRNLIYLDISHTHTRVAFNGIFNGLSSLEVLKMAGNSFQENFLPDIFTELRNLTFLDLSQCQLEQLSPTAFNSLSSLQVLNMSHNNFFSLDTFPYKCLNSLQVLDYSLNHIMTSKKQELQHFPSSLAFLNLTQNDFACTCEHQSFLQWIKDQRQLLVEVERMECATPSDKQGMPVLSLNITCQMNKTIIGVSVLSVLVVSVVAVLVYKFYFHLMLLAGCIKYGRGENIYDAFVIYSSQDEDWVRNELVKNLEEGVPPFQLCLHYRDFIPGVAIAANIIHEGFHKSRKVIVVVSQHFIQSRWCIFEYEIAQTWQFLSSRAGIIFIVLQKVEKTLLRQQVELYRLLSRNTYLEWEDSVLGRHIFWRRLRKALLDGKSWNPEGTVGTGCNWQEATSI
Target sequence (Q99836 whole entry, looked up): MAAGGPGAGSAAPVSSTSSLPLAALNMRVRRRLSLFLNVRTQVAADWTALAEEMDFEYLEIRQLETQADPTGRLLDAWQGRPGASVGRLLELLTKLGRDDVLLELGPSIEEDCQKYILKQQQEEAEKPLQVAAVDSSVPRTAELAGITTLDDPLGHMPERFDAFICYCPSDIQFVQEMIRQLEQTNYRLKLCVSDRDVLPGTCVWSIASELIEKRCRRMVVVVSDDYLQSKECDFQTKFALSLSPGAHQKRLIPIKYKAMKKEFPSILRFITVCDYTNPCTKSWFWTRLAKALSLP
STAT1 act: STAT1 signaling activation | NIH 3T3 STAT1-luciferase reporter, IFN-gamma, luminescence; 100% = IFN-gamma alone, no compound | 2.6% of 200,000 active | activation (% of control), % at 5.5 µM;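 active = activation above the screen-wide mean activation plus 3 SD, cut at about 130% in these data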;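 also: raw ratio to IFN-gamma control signal so 100% means no change and 0% no light; values of inactives mirror those of a sister screen read the other way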
Diaphorase act: diaphorase activation or chemical reduction counter-screen; 0.005% of 190,000 active; Diaphorase/resazurin coupled assay, resorufin fluorescence, 16 min; hits give high values; 1 = vehicle wells, 0 = NADH-free wells; activation factor at 20 µM; AID 1229;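 active = diaphorase activity raised at least twofold by the compound at 20 µM; inactive = activation factor below 2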
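Measured by – red resorufin fluorescence at 544/590 nm excitation/emission · Test system – Clostridium kluyveri diaphorase, purified enzyme · Incubation – reaction time 16 min, room temperature · Buffer or medium – 50 mM HEPES pH 7.4 with 4.542 mM MgCl2, 0.005% Tween 20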
Hsp70 activator: transcriptional activators of Hsp70 | 0.04% of 200,000 active | activation, % at 10 µM | AID 1203 | HeLa Hsp70 promoter luciferase reporter, luminescence; scaled: vehicle 0, proteasome-inhibitor control 100%;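 active = activation above the mean across all tested compounds plus 3 SD, cutoff set per campaign, cut at about 5.5% in these data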;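 also: 100% = MG132 at 30 µM as the positive control and 0% = DMSO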
APP transl inh: APP translation inhibition. inhibition, % at 2 µM. AID 1285. SH-SY5Y APP 5'UTR-luciferase reporter, luminescence. 0.82% of 190,000 active;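 active = inhibition above a set limit, derived from the sample mean plus 3 SD, cut at about 45% in these data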; also: values of inactives mirror those of a sister screen read the other way
G6PDH counter: counter-screen for G6PDH assay hits: L. mesenteroides G6PDH inhibition | inhibition, % at 5 µM | AID 1020 | 0.12% of 200,000 active | Purified L. mesenteroides G6PDH, diaphorase/resazurin coupled fluorescence, 45 min; in the data active = inhibition above about 50%
Diaphorase inh: inhibits diaphorase or chemically oxidizes, flagging diaphorase assay artifacts; diaphorase resazurin-to-resorufin fluorescence, NADH, 16 min; bacterial (C. kluyveri) enzyme, not human; inhibition, % at 20 µM; 0.69% of 190,000 active;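 active = primary screen inhibition at 20 µM above a set limit, cut at about 50% in these data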;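 also: plate controls were DMSO with full reaction for no effect and wells lacking NADH for full effect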
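Test system: diaphorase enzyme from Clostridium kluyveri; amount: diaphorase at 0.14 U/mL in enzyme working solution; detection: fluorescence of resorufin formed from resazurin, Ex 544/Em 590 nm; times: reaction incubation of 16 min at room temperature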
STAT3 blocker: STAT3 signaling inhibition; U3A cells, IL-6 STAT3-luciferase reporter, luminescence; host cell line lacks STAT1; 0.89% of 190,000 active; inhibition, % at 5.5 µM; AID 862;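 active = inhibition above the mean inhibition across all screened compounds plus 3 SD, cut at about 44% in these data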;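 also: 0% = DMSO only wells and 100% = 100 µM nifuroxazide control wells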
STAT3 activator: activators of IL-6 induced STAT3 signaling; U3A cells, IL-6 STAT3-luciferase reporter, luminescence; 100% = signal with IL-6 EC80 alone; AID 871; 0.91% of 190,000 active; activation (% of control), % at 5.6 µM;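 active = activation above the screen-wide mean of compound activation plus 3 SD, cut at about 130% in these data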;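 also: 0% = background luminescence of wells with medium and substrate only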
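Material: human STAT1-deficient U3A cells with stable STAT3-luciferase reporter / Probe or stimulus: IL-6 stimulus at 33 ng/mL final / Schedule: 1 h compound pre-exposure, 6 h IL-6 stimulation, 37 °C / Technique: luminescence / Read-out basis: percent of IL-6-only median luminescence / Control set: IL-6-only high control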
The depositor's hits bear a star.

Results for C/C(Cn1nnc([N+](=O)[O-])n1)=N\NC(=O)c1ccccc1Cl ?
STAT1 inh: 8; TLR4-MyD88 BLA: 9; STAT1 act: 93; Diaphorase act: 0.8; Hsp70 activator: -0.1; APP transl inh: -16; G6PDH counter: 11; Diaphorase inh: 16; STAT3 blocker: 21; STAT3 activator: 89

What do the screens show for `N#C/C(=C\Nc1ccc2c(c1)OCCO2)c1nc2ccccc2[nH]1`?
STAT1 inh: -30; TLR4-MyD88 BLA: 8; STAT1 act: 128; Diaphorase act: 0.8; Hsp70 activator: 0.0; APP transl inh: -42; G6PDH counter: 12; Diaphorase inh: 21; STAT3 blocker: 8; STAT3 activator: 95

What do the screens show for `CN(C(=O)CC1C(=O)NCCN1Cc1ccoc1)C1CCOCC1` (centres undefined)?
STAT1 inh: -23; TLR4-MyD88 BLA: -21; STAT1 act: 119; Diaphorase act: 0.8; Hsp70 activator: 0.1; APP transl inh: 10; G6PDH counter: 11; Diaphorase inh: 22; STAT3 blocker: 10; STAT3 activator: 96

How did COc1cccc(S(=O)(=O)Nc2ccc(C(=O)Nc3ccncc3)cc2)c1 do in these assays?
STAT1 inh: 15; TLR4-MyD88 BLA: 0; STAT1 act: 86; Diaphorase act: 0.9; Hsp70 activator: 0.0; APP transl inh: 5; G6PDH counter: 1; Diaphorase inh: 10; STAT3 blocker: 1; STAT3 activator: 98

How did CC(C)c1nc2ccccc2n1CCC(=O)O do in these assays?
STAT1 inh: -2; TLR4-MyD88 BLA: -8; STAT1 act: 102; Diaphorase act: 0.9; Hsp70 activator: -0.2; APP transl inh: 6; G6PDH counter: -1; Diaphorase inh: 5; STAT3 blocker: 7; STAT3 activator: 94

How did CCOC(=O)c1c(C)[nH]c(NC(=O)N2CCOCC2)c1C do in these assays?
STAT1 inh: -1; TLR4-MyD88 BLA: 5; STAT1 act: 100; Diaphorase act: 1; Hsp70 activator: -0.2; APP transl inh: -9; G6PDH counter: 11; Diaphorase inh: 4; STAT3 blocker: 2; STAT3 activator: 104

What do the screens show for `CC1(C)CNC(=O)c2sc(N3CCCCC3)nc2C1`?
STAT1 inh: -2; TLR4-MyD88 BLA: 6; STAT1 act: 102; Diaphorase act: 0.9; Hsp70 activator: 0.3; APP transl inh: -4; G6PDH counter: -2; Diaphorase inh: 6; STAT3 blocker: 6; STAT3 activator: 100

Results for Cc1ncc(CO)c2cc(S(=O)(=O)c3ccc(F)cc3)c(=O)oc12 ?
STAT1 inh: 7; TLR4-MyD88 BLA: 7; STAT1 act: 94; Diaphorase act: 0.9; Hsp70 activator: -0.3; APP transl inh: -19; G6PDH counter: 4; Diaphorase inh: 10; STAT3 blocker: 3; STAT3 activator: 98

How did CC(=O)N1CCN(CC(=O)Nc2c(Cl)cc(Cl)cc2Cl)CC1 do in these assays?
STAT1 inh: -1; TLR4-MyD88 BLA: -11; STAT1 act: 100; Diaphorase act: 0.9; Hsp70 activator: -0.2; APP transl inh: 8; G6PDH counter: 12; Diaphorase inh: 8; STAT3 blocker: 9; STAT3 activator: 96

What do the screens show for `O=C(N/N=C\c1cn(-c2ccccc2)nc1-c1ccccc1)c1ccc2c(c1)OCO2`?
STAT1 inh: 0; TLR4-MyD88 BLA: 2; STAT1 act: 100; Diaphorase act: 0.9; Hsp70 activator: -0.2; APP transl inh: -11; G6PDH counter: 4; Diaphorase inh: 14; STAT3 blocker: 17; STAT3 activator: 87

Results for S=C(c1ccccc1)N1CCCc2ccccc21 ?
STAT1 inh: -2; TLR4-MyD88 BLA: 13; STAT1 act: 101; Diaphorase act: 0.9; Hsp70 activator: -0.4; APP transl inh: 0; G6PDH counter: 9; Diaphorase inh: 10; STAT3 blocker: -7; STAT3 activator: 108

What do the screens show for `C/C(CC(=O)NCc1ccco1)=N\NC(=O)Cc1ccccc1`?
STAT1 inh: 5; TLR4-MyD88 BLA: 10; STAT1 act: 96; Diaphorase act: 1.1; Hsp70 activator: -0.1; APP transl inh: -11; G6PDH counter: 1; Diaphorase inh: -7; STAT3 blocker: 5; STAT3 activator: 100

Reprinted from the results shown (two entries):
How did CCOC(=O)c1c(C)[nH]c(NC(=O)N2CCOCC2)c1C do in these assays?
STAT1 inh: -1; TLR4-MyD88 BLA: 5; STAT1 act: 100; Diaphorase act: 1; Hsp70 activator: -0.2; APP transl inh: -9; G6PDH counter: 11; Diaphorase inh: 4; STAT3 blocker: 2; STAT3 activator: 104

What do the screens show for `CC1(C)CNC(=O)c2sc(N3CCCCC3)nc2C1`?
STAT1 inh: -2; TLR4-MyD88 BLA: 6; STAT1 act: 102; Diaphorase act: 0.9; Hsp70 activator: 0.3; APP transl inh: -4; G6PDH counter: -2; Diaphorase inh: 6; STAT3 blocker: 6; STAT3 activator: 100

Further records follow.
What do the screens show for `O=C(O)c1ccc(-n2cccc2)cc1O`?
STAT1 inh: 1; TLR4-MyD88 BLA: 7; STAT1 act: 100; Diaphorase act: 1; Hsp70 activator: -0.1; APP transl inh: -11; G6PDH counter: 2; Diaphorase inh: 3; STAT3 blocker: 1; STAT3 activator: 103

How did O=C(NCC1CCOCC1)c1ccc(OC2CCN(Cc3ccccn3)CC2)cc1 do in these assays?
STAT1 inh: 9; TLR4-MyD88 BLA: 6; STAT1 act: 91; Diaphorase act: 1; Hsp70 activator: 0.5; APP transl inh: -10; G6PDH counter: 3; Diaphorase inh: 3; STAT3 blocker: 1; STAT3 activator: 105

How did CC1=C(/C=C/C(C)=C/C=C/C(C)=C/C(=O)O)C(C)(C)CCC1 do in these assays?
STAT1 inh: 6; TLR4-MyD88 BLA: -3; STAT1 act: 95; Diaphorase act: 1; Hsp70 activator: -0.3; APP transl inh: -23; G6PDH counter: 11; Diaphorase inh: 5; STAT3 blocker: 18; STAT3 activator: 87

Results for O=C(Nc1ccccc1Br)C1CCC(=O)N1Cc1ccccc1Cl (centres undefined) ?
STAT1 inh: 0; TLR4-MyD88 BLA: 4; STAT1 act: 100; Diaphorase act: 1; Hsp70 activator: 0.0; G6PDH counter: -14; Diaphorase inh: 3; STAT3 blocker: -2; STAT3 activator: 107

How did CCO[C@@H]1OC(C(=O)NC2CC2)=C[C@H](c2ccccc2)[C@H]1CCCO do in these assays?
STAT1 inh: 0; TLR4-MyD88 BLA: 1; STAT1 act: 101; Diaphorase act: 0.8; Hsp70 activator: -0.3; APP transl inh: -16; G6PDH counter: 8; Diaphorase inh: 23

Results for COC(=O)NC1(C(F)(F)F)C(=O)Nc2c1c(=O)n(C)c(=O)n2C (centres undefined) ?
STAT1 inh: -6; TLR4-MyD88 BLA: 13; STAT1 act: 103; Diaphorase act: 0.9; Hsp70 activator: -0.5; APP transl inh: -2; G6PDH counter: 4; Diaphorase inh: 6; STAT3 blocker: -2; STAT3 activator: 106

Results for COc1ccc(S(=O)(=O)N2Cc3ccccc3CC2C(=O)Nc2nccs2)cc1OC (centres undefined) ?
STAT1 inh: -17; TLR4-MyD88 BLA: -5; STAT1 act: 116; Diaphorase act: 0.9; Hsp70 activator: -0.3; APP transl inh: -163; G6PDH counter: -16; Diaphorase inh: 13; STAT3 blocker: -30; STAT3 activator: 130

What do the screens show for `O=C(NCCOc1ccc(Cl)cc1)C1CCCCC1`?
STAT1 inh: -3; TLR4-MyD88 BLA: 7; STAT1 act: 102; Diaphorase act: 0.9; Hsp70 activator: 0.3; APP transl inh: 3; G6PDH counter: 1; Diaphorase inh: 8; STAT3 blocker: -11; STAT3 activator: 111

Results for Cc1nn(-c2ccc(Cl)cc2)c(Cl)c1/C=C(\C#N)C(N)=O ?
STAT1 inh: 4; TLR4-MyD88 BLA: -8; STAT1 act: 96; Diaphorase act: 0.9; Hsp70 activator: -0.3; APP transl inh: 2; G6PDH counter: -6; Diaphorase inh: 14; STAT3 blocker: -9; STAT3 activator: 106

What do the screens show for `CC(C)(C)c1cc(C(c2cccnc2)N2CCN(CCO)CC2)cc(C(C)(C)C)c1O` (centres undefined)?
STAT1 inh: 7; TLR4-MyD88 BLA: 8; STAT1 act: 94; Diaphorase act: 0.8; Hsp70 activator: -0.4; APP transl inh: 59*; G6PDH counter: 2; Diaphorase inh: 17; STAT3 blocker: 9; STAT3 activator: 98

Results for CCCCCCNC(=O)c1c(N)n(/N=C/c2ccco2)c2nc3ccccc3nc12 ?
STAT1 inh: -38; TLR4-MyD88 BLA: -2; STAT1 act: 135*; Hsp70 activator: -0.1; APP transl inh: 6; STAT3 blocker: -10; STAT3 activator: 108

What do the screens show for `CCOC(=O)c1cnn(-c2nc(-c3ccccc3)cs2)c1C(F)(F)F`?
STAT1 inh: 2; TLR4-MyD88 BLA: 3; STAT1 act: 98; Diaphorase act: 0.7; Hsp70 activator: -0.1; APP transl inh: -2; G6PDH counter: 1; Diaphorase inh: 28; STAT3 blocker: 20; STAT3 activator: 92

How did C1CSC2(N1)C1CC3CC(C1)CC2C3 (centres undefined) do in these assays?
STAT1 inh: -4; TLR4-MyD88 BLA: 0; STAT1 act: 104; Diaphorase act: 0.9; Hsp70 activator: -0.2; APP transl inh: -10; G6PDH counter: 4; Diaphorase inh: 9; STAT3 blocker: 4; STAT3 activator: 101

What do the screens show for `Fc1ccc(NC(=S)NCc2cccs2)cc1`?
STAT1 inh: 0; TLR4-MyD88 BLA: -5; STAT1 act: 100; Diaphorase act: 1; Hsp70 activator: -0.1; APP transl inh: 3; G6PDH counter: 12; Diaphorase inh: 1; STAT3 blocker: -2; STAT3 activator: 99

What do the screens show for `O=C(OCc1cccc([N+](=O)[O-])c1)c1cc(=O)[nH]c2ccccc12`?
STAT1 inh: -8; TLR4-MyD88 BLA: -3; STAT1 act: 106; Diaphorase act: 0.8; Hsp70 activator: -0.4; APP transl inh: -6; G6PDH counter: 18; Diaphorase inh: 22; STAT3 blocker: 28; STAT3 activator: 80

What do the screens show for `CCN1CCCC1CN(Cc1cc2ccc(C)cc2[nH]c1=O)C(=S)Nc1ccc(F)cc1` (centres undefined)?
STAT1 inh: -9; TLR4-MyD88 BLA: -2; STAT1 act: 108; Hsp70 activator: 0.2; APP transl inh: 5; G6PDH counter: 4; STAT3 blocker: -2; STAT3 activator: 107

What do the screens show for `CC1(C)CC2(CCO1)OC(=O)CC2C(=O)Nc1cccc2ccccc12` (centres undefined)?
STAT1 inh: -10; TLR4-MyD88 BLA: -7; STAT1 act: 110; Diaphorase act: 1.1; Hsp70 activator: -0.1; G6PDH counter: 12; Diaphorase inh: -5; STAT3 blocker: -21; STAT3 activator: 116

What do the screens show for `CCCCCN1CC(O)=C(c2nc(-c3ccc(Cl)cc3)cs2)C1=N`?
STAT1 inh: -4; TLR4-MyD88 BLA: -1; STAT1 act: 103; Diaphorase act: 1.2; Hsp70 activator: -0.1; APP transl inh: -28; G6PDH counter: 5; Diaphorase inh: -18; STAT3 blocker: 6; STAT3 activator: 97
